# High-throughput results from PubChem.
# Lipid storage S3: qHTS Assay for Lipid Storage Modulators in Drosophila S3 Cells. AID 2685. actives 0.64% (n = 320,000). Potency in µM for hits, for the others lipid storage change, negative = inhibition, % at the top dose, mostly 46.1 µM. Drosophila S3 cells, BODIPY lipid droplet fluorescence, 18-24 h; cells fed with added oleic acid; active = well fitted inhibition curve with a large enough effect in the signal ratio, with a control signal flat, not every such curve was filed as active; inconclusive = small, poorly fitted or top-dose-only effect, or effect the other way, or a change in a side signal; the % refers to the signal ratio
#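 Drosophila S3 cells loaded with oleic acid (400 uM, as added) and compounds at several concentrations; lipid droplets imaged by 488-nm laser-scanning cytometry, 500–530 nm intensity and object ratio to cell channel. Percent activity normalized to 20 uM Triacsin C.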
# Lipid storage S3 cell count max: second read-out of Lipid storage S3, no call of its own (marks repeat the call); cell number change, %; measured here: cell count max response;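 cells counted by Cell Tracker Red CMTPX staining in the red channel; peak over a dose series mostly up to 46.1 µM; percent activity relative to internal control wells on each plate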
# * hit, by the source's call; i = inactive; ? = inconclusive; · = not tested or not shown. % is set by controls: 0 for no effect and ±100 for the full control effect; potency is the fitted concentration of half-maximal effect. Some of the compounds tested, so the mix of outcomes need not match the whole.
molecule | Lipid storage S3 | Lipid storage S3 cell count max
O=C(Nc1cccnc1)c1ccc2nc(-c3ccccc3)c(-c3ccccc3)nc2c1 | ? | ·
COc1ccc(/C=C(\NC(=O)c2ccccc2Cl)C(=O)NCCCC(=O)O)cc1 | -5% | 21
CC(=O)NC(CCS(C)(=O)=O)C(=O)Nc1ccc2c(c1)OCCO2 (stereo not given) | 5% | 11
COC1=CC(=O)C[C@@H](C)[C@]12Oc1c(Cl)c(OC)cc(OC)c1C2=O | -2% | -7
COc1nc2c(s1)C(=O)NCCC2 | ? | ·
COc1ccc(C2NN=C(c3ccc(C)cc3)S2)cc1 (stereo not given) | 3% | 14
CCNc1nc(NCC)nc(NC(N)=S)n1 | i | ·
CCC/C(=N\NC(=O)CCC(=O)NCc1ccccc1)c1ccccc1 | ? | ·
NS(=O)(=O)c1ccc(NC(=O)COC(=O)C2CC(=O)N(Cc3ccccc3)C2)cc1 (stereo not given) | ? | ·
CCOc1ccc(C(=O)Nc2ccc(C(=O)N3CCOCC3)cc2)c(OCC)c1 | ? | ·
O=[N+]([O-])c1ccc2nc(-c3ccccc3)cc(-c3ccccc3)c2c1 | -6% | 10
COc1cc2c(=O)n(CC3CCCO3)c(=O)n(CC(=O)Nc3ccccc3)c2cc1OC (stereo not given) | ? | ·
Cc1cc(C(=O)N[C@@H](c2ccccc2)[C@]2(C)C[C@H]2[C@@H](C)C(=O)Nc2ccc3ccccc3c2)no1 | ? | ·
Cc1ccc(C(=O)Nc2cccc(C(=O)N3CCN(C)CC3)c2)cc1 | ? | ·
O=C(N/N=C/c1ccccc1)C(O)c1ccccc1 (stereo not given) | -19% | 4
Cc1ccc(N2C(=O)N(CC(=O)c3cc(C)ccc3C)C(=O)C2C)cc1 (stereo not given) | 9% | 0
Cc1ccccc1N=C/C=C1\N(C)c2ccccc2C1(C)C | ? | ·
O=C(O)CCc1ccc(-c2ccc(Cl)cc2)n1Cc1ccco1 | i | -16
C=CCNC(=O)c1c2c(nc3ccccc13)-c1ccccc1CC2 | ? | ·
CCOc1ccc(-c2nc(CN3CCCCC3CCn3cccn3)c(C)o2)cc1 (stereo not given) | 0% | 16
CS(=O)c1ccc(-n2c(=O)n(Cc3ccccc3)c(=O)c3[nH]cnc32)cc1 (stereo not given) | 3% | 8
O=C(COc1ccc(S(=O)(=O)Nc2cccc(C(F)(F)F)c2)cc1)N1CCOCC1 | -8% | 18
Cc1ccc(NC2=CC(=O)C(=O)c3ccccc32)c(C)c1 | ? | ·
CN1C(=O)N(C)C2(c3ccccc3)N(C(C)(C)C)C(=O)NC12c1ccccc1 (stereo not given) | ? | ·
O=C1CSC(c2ccccn2)N1c1ccc(F)cc1F (stereo not given) | ? | ·
CC1CCCC(NC(=O)CN2C(=O)COc3ccccc32)C1C (stereo not given) | ? | ·
CC1C(=O)C(C)C(c2cccs2)NC1c1cccs1 (stereo not given) | i | ·
O=C(N1CCN(c2ccc(F)cc2)CC1)C1(c2cccs2)CCOCC1 | 7% | -2
CCOC(=O)CNC(=O)c1sc(NC(=O)c2ccccc2F)nc1C | ? | ·
COc1ccc(C2(C)NC(=O)N(CC(=O)NC3CCCC3)C2=O)cc1OC (stereo not given) | ? | ·
O=S(=O)(NNc1ccc(F)cc1F)c1cccc(Cl)c1 | ? | ·
CCOC(=O)CNC(=O)c1ccccc1Br | ? | ·
Cc1ccc2c(c1)C1NC(=S)NC(C)(O2)C1C(=O)Nc1ccc(Cl)cc1 (stereo not given) | -12% | 1
COc1ccc2cc(CN(CCO)C(=O)c3ccccc3F)c(=O)[nH]c2c1 | ? | ·
COc1ccc(C)cc1NC(=O)CC1COc2ccccc2O1 (stereo not given) | 13% | -14
O=CN1CCN(C(=O)CN2C(=O)c3ccccc3C2=O)CC1 | ? | ·
Cc1cccc(N(CC(=O)NC2CC2)S(=O)(=O)c2ccc(Cl)cc2)c1 | ? | ·
Cc1cc(-c2nnc(SCC(=O)N3C(C)CCCC3C)o2)no1 (stereo not given) | ? | ·
Cc1oc(-c2cc(F)ccc2F)nc1CN1CCCN(C(=O)c2ccco2)CC1 | 0% | 7
CCOC(=O)c1cccc(NC(=O)CCn2cccc2)c1 | ? | ·
O=c1oc(-c2ccco2)nc2ccccc12 | ? | ·
Cc1c(CN2CCC(n3nccc3NC(=O)c3cccc(F)c3)CC2)cnn1C | 7% | -14
O=C(CNC(=O)c1ccco1)NCC(=O)OCC(=O)c1ccc(Cl)c([N+](=O)[O-])c1 | i | 1
Cc1ccnn1CC(=O)N/N=C/c1ccc2c(c1)OCO2 | ? | ·
CCc1cccc(CC)c1NC(=S)NCCc1c(C)[nH]c2ccc(C)cc12 | 7% | -1
CCOc1ccc(CCNC(=O)COC(=O)c2ccc(C)c([N+](=O)[O-])c2)cc1OCC | ? | ·
Cc1ccc(S(=O)(=O)N2CCN(C(=O)CN3C(=O)NC4(CCCCC4)C3=O)CC2)c(C)c1 | -4% | 1
O=C(Nc1nncs1)C1(c2ccccc2)CCCC1 | ? | ·
O=C(Nc1ccccc1Oc1ccccc1)c1ccc(Br)o1 | ? | ·
CC(C)C[C@H]1CN=C(Nc2ccccc2)N1CC1CCC(C(C)(C)C)CC1 (stereo not given in full) | ? | ·
CN(CC(CC(=O)O)c1ccccc1)S(=O)(=O)c1ccc(Br)cc1 (stereo not given) | ? | ·
CCC(=O)Nc1ccc(Oc2ccc3c(c2)C(=O)N(c2ccc(O)cc2)C3=O)cc1 | i | 12
CCOC(=O)Cn1nnnc1CN(CCc1ccccc1)Cc1cc2cc(CC)ccc2[nH]c1=O | ? | ·
O=C(Nc1ccccc1)[C@@H]1[C@@H]2C(=O)N(c3ccc(F)cc3)C(=O)[C@@H]2[C@H]2C=CC=NN21 | -1% | 19
O=C(COc1ccc([N+](=O)[O-])cc1)Nc1cc(S(=O)(=O)N2CCCCC2)ccc1N1CCCCC1 | ? | ·
COCc1cc(C)nc(OCC(=O)N/N=C/c2ccc(-c3cc([N+](=O)[O-])ccc3Cl)o2)c1C#N | 7% | -16

# More records.
molecule | Lipid storage S3 | Lipid storage S3 cell count max
COc1cc2[nH]cc(C(=O)NCc3ccccc3)c(=O)c2cc1OC | ? | ·
c1ccc(Cc2noc(CN3CCN(CCOc4ccccc4)CC3)n2)cc1 | ? | ·
O=C(O)c1ccc(Cl)c(NCc2cccnc2)c1 | ? | ·
CN(C)c1ccc(/C=N/NC(=O)c2ccc3c(c2)OCO3)cc1 | ? | ·
NNC(=O)c1ccc(CSc2n[nH]c(=O)[nH]c2=O)cc1 | 6% | 4
CN(C)S(=O)(=O)N1CCN(C(=O)N2CCOCC2)CC1 | 5.8µM* | -2.7*
O=C(c1ccc(Cl)c(S(=O)(=O)N2CCOCC2)c1)N1CCOCC1 | i | -7
Nc1cccc2c1C(=O)N(C(=O)c1ccc(Cl)c(S(=O)(=O)N3CCCCCC3)c1)C2=O | ? | ·
CN(C)c1cccc2cccc(N(C)C)c12 | -8% | 9
COc1ccc(NC(=O)Nc2nc3c(s2)CCCC3)cc1 | ? | ·
Cc1ccc(C)c(N2CCN(C(=O)c3ccc4c(c3)c(C)c(C)n4C)CC2)c1 | ? | ·
CCOC(=O)C(c1ccccc1)C(Nc1ccc(Cl)c(Cl)c1)c1ccccn1 (stereo not given) | -3% | 24
CC(C)C(=O)Nc1ccc(C(=O)c2ccccc2)cc1 | -1% | 3
Cc1c(NC(=O)c2cc3nc(-c4ccc(Br)cc4)cc(C(F)(F)F)n3n2)c(=O)n(-c2ccccc2)n1C | 5% | 1
Cc1cc(NS(=O)(=O)c2ccc(NC(=O)CCCOc3ccccc3C)cc2)nc(C)n1 | i | 21
O=C(Nc1nc2cc(Cl)ccc2s1)C1CCCN(S(=O)(=O)c2cccc3cccnc23)C1 (stereo not given) | ? | ·

# Next section.
# The line under a structure holds: Lipid storage S3, Lipid storage S3 cell count max
> CCc1cc(=O)oc2cc(C)c(CN3CCCC3)c(O)c12
 : ?, ·
> Cc1nc(NC(=O)c2ccc(OCC(C)C)cc2)sc1Cc1ccc2c(c1)OCO2
 : ?, ·
> CCN1CCN(C(=O)C2=CC(c3ccc(OC)cc3)=NS(=O)(=O)N2C)CC1
 : -23%, 21
> Cc1ccc(NCc2ccc(O)c3ncccc23)cc1
 : ?, ·
> CN(C)CCN1CC(C(=O)O)CC1=O (stereo not given)
 : ?, ·
> O=C(NC1CCc2ccccc21)C12CN(Cc3ccccc3)CC1C(c1cccc([N+](=O)[O-])c1)=NO2 (stereo not given)
 : i, ·
> COc1cccc(-c2ccc(SCC(=O)NCCc3ccccc3)nn2)c1
 : -2%, 13
> CC(C)(C)c1cc(CN2CCCC(O)C2)c(O)c(C(C)(C)C)c1 (stereo not given)
 : ?, ·
> CCN1CNC(=S)N(CCc2ccccc2)C1
 : 18%, -1
> OC(c1nc2ccccc2[nH]1)C(O)C(O)C(O)c1nc2ccccc2[nH]1 (stereo not given)
 : ?, ·
> O=C(c1ccccc1)N(Cc1cccs1)C1CCS(=O)(=O)C1 (stereo not given)
 : ?, ·
> C/C=C/Cn1cccc(C(=O)Nc2ccc(OC)cc2)c1=O
 : ?, ·
> CCOC(=O)c1sc(-c2ccc(OC)cc2)cc1NC(C)=O
 : ?, ·
> Cc1ccc(/C=N/NC(=O)c2ccc(-n3cnnn3)cc2)cc1
 : ?, ·
> NS(=O)(=O)c1ccc(N=Nc2ccc(O)c3ncccc23)cc1
 : -16%, 7
> CC1CCN(CC(=O)Nc2ccc(C(=O)N3CCCCC3)cc2)CC1
 : i, -22
> O=C(NCCCn1ccnc1)/C(=C/c1ccco1)NC(=O)c1cccs1
 : -1%, 0
> CCN(C(=O)c1ccco1)c1nc(-c2ccc(OC)cc2)cs1
 : ?, ·
> COc1ccc(C2=NS(=O)(=O)N(C)C(C(=O)N3CCc4ccccc4C3)=C2)cc1OC
 : ?, ·
> Cc1ccc(Sc2ccc(S(=O)(=O)Nc3ccc(CC(=O)O)cc3)cc2)cc1C
 : ?, ·
> CCOc1ccc2[nH]c(=O)c(CN(CCCN3CCOCC3)Cc3nnnn3Cc3ccc(OC)cc3)cc2c1
 : 12%, -7
> O=C(NCCCO)Nc1ccc2nc(-c3ccco3)c(-c3ccco3)nc2c1
 : ?, ·
> Cc1noc(C)c1COC(=O)c1cccc(S(=O)(=O)N2CCCCCC2)c1
 : 14%, -21
> O=C(COC(=O)c1cc[n+]([O-])cc1)Nc1ccccc1Sc1ccccc1
 : 22%, 20
> CC(C)Cn1ccc(=O)n(CC(C)C)c1=O
 : 5%, 2
> CC(C)c1ccc(N2C(=NC(=O)C3CCCO3)SC3CS(=O)(=O)CC32)cc1 (stereo not given)
 : ?, ·
> CCOC(=O)/C(C#N)=C\c1cc(C)n(-c2ccccc2)c1C
 : ?, ·
> Cc1c(C)c2ccc(OCC(=O)Nc3cccnc3)cc2oc1=O
 : -9%, -12
> COc1ccc(CC(=O)NNC(=S)Nc2ccccc2)cc1Br
 : -16%, -15
> COCCNc1nc(SCC(=O)N2CCN(c3ccccc3)CC2)nc2ccccc12
 : 3%, 4
> CCOC(=O)c1sc(NC(=O)CN2C(=O)NC3(CCCCCCC3)C2=O)c(C(=O)OCC)c1C
 : -20%, 4
> Cc1ccc(C2C3=C(CCCC3=O)N=C3c4ccccc4C(=O)C32)cc1 (stereo not given)
 : 21%, 21
> CC(NC(=O)c1ccccc1NC(=O)c1ccco1)c1ccccc1 (stereo not given)
 : i, ·
> OC1(c2cccnc2)CCN(Cc2nnnn2C2CCCCC2)CC1
 : 23%, 16
> Cc1ccc(-n2nc(C)c3c(C)onc3c2=O)cc1
 : 13%, 5
> CCn1c(SCC(=O)Nc2nccs2)nnc1-c1ccc(C)cc1
 : -3%, -13
> CC1CCCN(C(=O)c2cccc(S(=O)(=O)N3CCCc4ccccc43)c2)C1 (stereo not given)
 : ?, ·
> C/C(=N\NC(=O)c1ccccc1O)C1C(=O)c2ccccc2C1=O
 : i, ·
> COC(=O)c1cc(=O)n(Cc2ccc(OC)cc2)c(=NCc2ccc(OC)cc2)s1
 : 5%, 6
> Cc1[nH]c2nc3ccccc3n2c(=O)c1CCC(C)C
 : 9%, 4
> Cc1cc(N2CCC(C)CC2)nc(NCc2ccccc2)n1
 : ?, ·
> CC1CCCN(C(=O)COc2ccc(NC(=O)c3cccs3)cc2)C1 (stereo not given)
 : -14%, -15
> COc1ccc(CNC(=O)CCCC2=NS(=O)(=O)c3ccccc3N2)cc1
 : ?, ·
> CC(=N)c1c(O)c2ccccc2oc1=O
 : i, ·
> CCC(C(=O)Nc1c[nH]c(=O)[nH]c1=O)c1ccccc1 (stereo not given)
 : -1%, 6
> Cc1cccc(N(CC(O)CN2CCOCC2)S(=O)(=O)c2ccccc2)c1 (stereo not given)
 : -10%, ·
